Bioassay records as filed in PubChem BioAssay.
LEDGF integ inh: blocks HIV-1 LEDGF/p75-dependent DNA integration | TR-FRET IN-LEDGF/p75 DNA integration, Eu/Cy5 | hit rate 0.64% among 370,000 | AID 743269 | inhibition, % at 3.7 µM;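 active = inhibition above the screen-wide mean plus 3 SD, cut at about 13% in these data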;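 note: signal is the Cy5 over europium emission ratio at 671 and 618 nm; 0% = plate median of compound wells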
mABHD4 FP: ABHD4 (mouse) inhibition, primary FP screen | hit rate 0.54% among 370,000 | inhibition, % at 8.92 µM | AID 720543 | Q8VD66 | purified mABHD4, FP-Rh probe fluorescence polarization;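 active = inhibition exceeding the mean over every tested compound plus 3 SD, cut at about 30% in these data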;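 note: 0% = plate median of compound wells and 100% = S159A mutant with DMSO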
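Test system: mABHD4 protein | Buffer or medium: HEPES pH 7.0 buffer, 150 mM NaCl, 0.01% Pluronic F-127 | Probe or stimulus: FP-Rh fluorescent activity-based probe, added after compound pre-incubation | Timing: Pre-incubation 45 min, probe exposure 60 min, at 25 °C | Technique: Fluorescence polarization, excitation 525 nm, emission 598 nm, BODIPY TMR filters | Repeats: Single well per compound (singlicate)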
MBD2 DNA inh: inhibitors of human MBD2 binding to methylated oligonucleotide. TR-FRET. inhibition, % at 4.4 µM. hit rate 0.31% among 370,000; in the data active = inhibition above about 13%
Target sequence (Q9UBB5 whole entry, looked up): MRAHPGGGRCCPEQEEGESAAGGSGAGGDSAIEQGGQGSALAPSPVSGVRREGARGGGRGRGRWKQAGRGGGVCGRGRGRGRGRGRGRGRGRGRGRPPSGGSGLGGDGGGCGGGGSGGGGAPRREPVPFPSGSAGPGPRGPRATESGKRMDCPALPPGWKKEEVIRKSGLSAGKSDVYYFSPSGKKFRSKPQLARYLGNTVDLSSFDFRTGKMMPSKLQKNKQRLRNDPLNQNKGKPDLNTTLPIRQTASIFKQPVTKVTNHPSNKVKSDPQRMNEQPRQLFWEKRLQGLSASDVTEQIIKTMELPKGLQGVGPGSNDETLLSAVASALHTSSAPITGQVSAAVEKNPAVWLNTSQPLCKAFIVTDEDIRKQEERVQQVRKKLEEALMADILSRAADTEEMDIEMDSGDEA
HTRA1 inh: blocks human HTRA1 serine peptidase | AID 504803 | recombinant HTRA1, FP-rhodamine activity-based probe, fluorescence polarization | inhibition, % at 5.96 µM | Q92743 | hit rate 0.5% among 340,000; in the data active = inhibition above about 36%;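 note: 0% = enzyme with DMSO and 100% = wells lacking enzyme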
TDP2 inh: TDP2 (human) inhibition, absorbance primary screen. O95551. recombinant TDP2, T5PNP hydrolysis, p-nitrophenol absorbance 415 nm. inhibition, % at 12.8 µM. hit rate 0.34% among 370,000. AID 720702;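 active = inhibition above the mean of all tested compounds plus 3 SD, set per campaign, cut at about 25% in these data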;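 note: 0% = DMSO with enzyme and 100% = buffer with substrate but no TDP2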
Target sequence (O95551 whole entry, looked up): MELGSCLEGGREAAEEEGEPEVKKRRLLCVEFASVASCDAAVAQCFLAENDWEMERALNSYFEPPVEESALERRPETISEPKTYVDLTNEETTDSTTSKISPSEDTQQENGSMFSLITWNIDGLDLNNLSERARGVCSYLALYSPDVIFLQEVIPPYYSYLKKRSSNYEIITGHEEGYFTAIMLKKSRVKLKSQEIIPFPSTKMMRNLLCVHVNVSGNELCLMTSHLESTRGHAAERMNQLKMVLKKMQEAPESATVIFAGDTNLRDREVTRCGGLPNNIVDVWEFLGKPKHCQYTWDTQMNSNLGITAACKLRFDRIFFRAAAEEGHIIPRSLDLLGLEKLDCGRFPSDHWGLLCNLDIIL
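Test system: human TDP2 enzyme; Input: 120 nM TDP2 per well; Buffer or medium: Mg2+-containing Tris-HCl buffer, pH 7.5; Reagent: 5 mM T5PNP; Dosing: 12.8 µM single point, 1% DMSO; Incubation: reaction 2 h, 37 °C; Detection: p-Nitrophenol epi absorbance; Read-out: % inhibition relative to enzyme-containing and enzyme-free wells; Replicates: single well per compound.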
GC-B act: GC-B (human) receptor activation; HEK293-GC-B cells, CNP EC30, cGMP TR-FRET; 0% at EC30 CNP, 100% saturating CNP; activation, % at 10 µM; hit rate 0.11% among 370,000; AID 1920062;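 active = activation at 10 µM reaching about 35% in either raw or pattern-adjusted values, limit read from the data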
TCR CD3 inh: blocks the human TCR-CD3 interaction; TAMRA-labeled TCR probe fluorescence, biochemical; inhibition, % at 9.4 µM; hit rate 0.37% among 360,000; AID 651800; in the data active = inhibition above about 19%;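 note: recombinant mutant TCR 2C K166C tagged with TAMRA read by polarization; 0% = receptor in buffer alone and 100% = receptor with positive control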
PRMT1 inh: blocks human protein arginine methyltransferase 1 | Q99873 | recombinant PRMT1, activity-based probe fluorescence polarization | inhibition, % at 2.79 µM | hit rate 1.3% among 370,000 | AID 652257;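 active = inhibition above about 21% made by adding two undisclosed values, limit read from the data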
SIAE primary: human SIAE inhibition, primary screen; Q9HAT2; SIAE FP-Rh probe binding, fluorescence polarization; inhibition, % at 9.66 µM; hit rate 0.69% among 370,000;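 active = inhibition above a cutoff: mean of compounds within the control limits plus 3 SD of those, cut at about 17% in these data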;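 note: 0% = plate median of compound wells and 100% = probe without SIAE protein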
rCAG RNA binder: molecules binding r(CAG) RNA repeats | r(CAG) RNA repeat, TO-PRO-1 dye displacement fluorescence | inhibition, % at 3 µM | hit rate 1.3% among 370,000;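 active = inhibition above the plate cutoff, the mean of all test compounds on that plate plus 3 SD, cut at about 35% in these data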;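 note: 0% = DMSO alone and 100% = 100 µM mitoxantrone as full dye displacement; higher means more dye released from RNA so lower well fluorescence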
An asterisk follows results filed as active; . = not tested or not shown.

SMILES	LEDGF integ inh	mABHD4 FP	MBD2 DNA inh	HTRA1 inh	TDP2 inh	GC-B act	TCR CD3 inh	PRMT1 inh	SIAE primary	rCAG RNA binder
Cc1cccc(C(=O)OCC(=O)N2CCCCCC2)c1C	0.2	-0.2	-7.6	3.0	-1.9	-3.0	-3.6	-4.4	4.2	0.7
COc1ccc(C(=O)Nc2ccc3nc4n(c(=O)c3c2)CCCCC4)cc1OC	-2.6	-0.3	-5.5	-2.4	1.2	-1.1	6.0	1.7	-1.7	0.4
COc1ccc(CNC(=O)c2c([S-])n(-c3ccc(C)cc3)c3cccc[n+]23)cc1	-1.7	-4.4	-3.3	-6.1	13.8	3.4	3.3	-1.3	-1.2	-1.2
CCC(C(=O)NCc1ccc(C)o1)n1nc(C)c2c(C)n(-c3ccccc3)nc2c1=O (centres undefined)	2.7	-3.1	-2.3	1.8	4.6	-6.3	4.6	-5.6	2.4	-6.0
O=c1cc(-c2ccccc2)c2cc(Cl)ccc2[nH]1	2.6	-0.6	3.6	-4.9	4.2	-1.2	-1.3	0.3	0.4	-2.6
N#Cc1c(NC(=O)CSc2ncccn2)oc(-c2ccccc2)c1-c1ccccc1	2.6	-13.8	-3.9	-18.8	-6.0	-4.3	4.8	1.7	7.7	27.6
Cc1onc(-c2c(F)cccc2Cl)c1C(=O)NC(C)c1ccccc1 (centres undefined)	-1.7	-3.5	-4.2	-5.4	-6.7	3.9	0.8	1.0	10.2	-2.8
C=CCNC(=S)NNC(=O)c1csc(CC)c1	-4.5	-1.6	-2.2	8.7	4.6	10.3	8.5	-5.0	4.4	-0.4
CC(=O)c1ccc(NC(=O)CSc2nc(N3CCOCC3)nc(N3CCOCC3)n2)cc1	-2.8	4.0	2.4	-0.6	-6.5	2.3	2.3	2.5	1.5	-3.8
Cc1nnc(SCc2ccc(F)cc2)n1NC/C=C/c1ccccc1	4.9	-1.6	-1.3	-4.8	0.4	-11.3	2.6	1.6	-0.9	1.2
COc1ccc(/C=N/Nc2nc(N3CCCC3)nc(N3CCCC3)n2)cc1O	0.8	3.4	1.6	5.9	-0.9	9.5	-1.2	-1.6	3.5	-3.6
CCOCCCn1c(SCC(=O)Nc2ccc(C(N)=O)cc2)nc2ccccc2c1=O	-1.8	1.7	2.3	-11.2	5.6	-5.7	-3.1	1.0	2.3	0.2
CN1Cc2sc(NC(=S)NC(=O)c3ccccc3)c(C#N)c2CC1(C)C	-8.5	13.9	20.8*	.	-17.9	5.0	-0.8	70.9*	9.1	8.2
O=[N+]([O-])c1cc(Br)c(Nc2ccccc2)c([N+](=O)[O-])c1	9.5	1.3	-5.0	-11.1	-11.7	8.3	-1.1	-1.8	-2.9	1.1
C=CCn1cc(CN2CCC(C(=O)Nc3ccc(Oc4cccnc4)cc3)CC2)c(C)n1	-4.0	-3.2	-1.4	1.2	-27.0	-1.7	-7.4	-3.1	-3.0	-0.9
O=C(NC1CC1)c1ccc(Cl)c(S(=O)(=O)N2CCOCC2)c1	-0.4	-2.6	2.6	7.7	-11.2	-2.0	-5.3	0.2	4.3	-0.2
COc1ccc(C(=O)Nc2cccc(-c3cc4ccccc4oc3=O)c2)cc1[N+](=O)[O-]	6.1	-11.9	3.1	-16.2	-17.8	2.8	-4.7	-3.6	-42.0	7.7
O=C(COC(=O)/C=C/c1ccccc1)NC1CCCC1	-3.3	14.5	-0.8	1.1	-7.3	0.8	-2.7	1.1	0.1	0.5
CCn1c(SCC(=O)Nc2ccc3c(c2)OCCO3)nnc1C1CC1	2.7	2.7	-6.5	0.8	19.2	2.3	7.8	4.0	9.2	-3.9
O=C(CC[C@H]1O[C@@H](n2cnc3c(NC(=O)c4ccccc4)ncnc32)[C@H](O)[C@@H]1O)NCc1cccs1	3.4	6.8	-6.1	.	-9.2	2.0	7.5	-4.1	3.0	-0.5
N/C(=N\OC(=O)COc1ccc(Br)cc1)c1cccnc1	-3.2	-12.1	3.0	-4.2	11.0	-0.2	2.0	0.3	-1.8	-4.5
CCC1CCCCN1CCCCOc1cccc(Cl)c1 (centres undefined)	-1.0	4.1	-4.5	2.5	13.1	5.4	4.0	-1.3	-6.9	-1.1
CCc1nnc(NC(=O)C2CCCCN2S(=O)(=O)c2ccccc2)s1 (centres undefined)	0.2	-1.2	-4.4	2.1	-10.4	-2.0	-0.4	-2.7	-4.4	-3.3
Cc1ccc(OCCNC(=O)CNC(=O)c2ccccc2Cl)cc1	1.0	3.8	3.5	4.8	-7.0	0.6	-3.2	-3.9	11.9	1.2
Cc1cc2c3nonc3ccc2n1C	0.2	4.8	0.0	-1.8	8.9	-4.4	5.5	2.2	-3.7	2.2

Carrying on:
SMILES	LEDGF integ inh	mABHD4 FP	MBD2 DNA inh	HTRA1 inh	TDP2 inh	GC-B act	TCR CD3 inh	PRMT1 inh	SIAE primary	rCAG RNA binder
CCOC(=O)C(CSCC(=O)c1ccc(Cl)cc1Cl)NC(=O)OC(C)(C)C (centres undefined)	1.4	-2.0	-1.9	-7.7	11.0	4.7	-9.1	16.5	8.3	-4.2
CC(=O)Nc1ccc(-c2csc(NC(=O)Cc3ccccc3F)n2)cc1	1.6	2.0	3.7	-10.0	-10.4	-6.7	-3.8	-1.9	0.6	9.7
O=C(NCCN1C(=O)C2C3C=CC(C3)C2C1=O)Nc1ccccc1O (centres undefined)	4.0	-4.7	3.8	2.0	4.0	5.8	-1.7	-1.1	6.6	2.1
O=C(NC(=O)N1CCN(c2ccccc2)CC1)c1ccc(Cl)cc1	3.3	-0.9	-6.6	0.9	-4.6	11.8	3.9	-4.8	5.8	-3.7
Cc1ccccc1-n1c([C@@H]2C[C@H]2c2ccccc2)n[nH]c1=S	-4.6	-2.2	-2.4	2.2	6.1	3.8	-1.4	0.1	-1.8	2.5
COc1ccc(OC)c(NC(=S)N2CCCC2)c1	2.2	5.8	-3.0	0.2	2.8	4.8	-0.1	-3.4	10.5	0.6
O=C(Nc1ccc2oc(-c3ccccc3)nc2c1)C1CCCO1 (centres undefined)	3.0	-0.8	-2.4	5.8	0.2	-3.1	6.1	-0.5	2.1	-5.2
Cc1ccc(NC(=O)N2CCCCC2)cc1NC(=O)N1CCCCC1	0.8	-1.6	-1.9	3.7	5.4	6.2	6.5	-4.5	0.2	-2.2
Nc1nnnn1/N=C/c1ccc(Cl)cc1	-4.9	3.7	4.1	4.5	-5.0	-8.0	-1.4	1.8	-4.7	1.3
O=C(Nc1ccc(F)c(Cl)c1)c1cc(C2CCCCN2C(=O)c2ccc(Cl)cc2)on1 (centres undefined)	1.2	-2.4	-2.2	.	-4.1	2.7	3.6	3.7	-31.1	3.5
Brc1ccc(-c2cn3nc4c(nc3n2)CCCC4)cc1	4.0	16.2	-2.9	18.1	6.4	1.7	7.8	5.7	14.3	-7.4
O=C(NNC(=O)c1ccccc1[N+](=O)[O-])c1ccccn1	-5.2	3.5	-3.0	-5.9	-0.6	-1.4	-9.0	5.5	3.6	-1.4
COc1ccc2c(c1)CN1CN(C3CCCC3)S(=O)(=O)CC21 (centres undefined)	-4.2	-1.2	-1.3	.	13.1	-3.8	.	0.4	0.5	8.8
CCN(CC)c1ccc(/C=C/c2ccc3ccc(OC)cc3[n+]2CC)cc1	2.7	-232.7	-18.6	-86.8	-2.0	-10.5	-25.1	0.4	-143.8	10.4
Cn1nc(C(=O)OCC(=O)Nc2sccc2C(N)=O)c2ccccc2c1=O	4.2	0.7	-6.1	-1.6	-7.8	1.1	-4.5	-4.9	-9.9	-0.6
COc1ccc(C2N(Cc3ccccc3)CCN2Cc2ccccc2)cc1[N+](=O)[O-]	3.4	-8.2	3.0	3.5	-20.5	-15.2	0.9	-4.7	-7.9	2.8
O=C(CNS(=O)(=O)c1cccs1)NCCc1ccc(Cl)cc1	-0.6	-0.6	-3.8	-7.0	14.0	-0.2	0.2	-3.1	0.0	-0.4
CCCOC(=O)c1ccc(NC(=O)Cc2cccs2)cc1	0.1	-2.6	-1.4	-11.0	11.0	4.3	-6.5	-0.9	-5.2	3.4
CCOC(=O)C1CCN(CC(C)(C)NS(=O)(=O)c2ccccc2)CC1	1.1	1.4	1.0	8.6	16.4	-4.8	6.8	-0.5	13.4	-4.8
C=CCc1ccc(OCCCNCc2ccccc2)c(OC)c1	0.8	6.9	0.2	1.7	-6.4	-3.5	-7.7	8.3	-1.6	0.3
O=C(O)c1ccc(C=NN=C2c3ccccc3-c3ccccc32)cc1	-1.9	2.3	-10.3	-10.7	1.3	0.0	3.7	-1.8	-14.0	16.7
O=C(O)/C=C/C(=O)N1Cc2cc3ccccc3nc2C1	18.8*	-11.9	9.8	10.3	-4.9	-2.7	-1.4	13.7	-8.7	10.5
O=C1C2C(c3ccccc3)CC=CC2[C@H](c2cccc([N+](=O)[O-])c2)N1Cc1ccccc1 (some centres undefined)	1.2	-2.8	-5.3	-32.3	0.0	-19.4	0.3	1.8	-8.5	8.7
COc1ccccc1CN1C(=O)[C@H]2Cc3c([nH]c4ccccc34)C(C)(C)N2C1=O	0.0	-8.6	-4.6	-22.4	0.8	-2.9	-2.5	1.4	7.8	2.1
O=C(CN(c1ccccc1)S(=O)(=O)c1ccccc1[N+](=O)[O-])N1CCCC1	-0.9	2.0	0.0	2.1	7.7	8.2	3.1	-3.7	-3.9	-1.6

Part of the list above, showing only GC-B act, PRMT1 inh and mABHD4 FP:
Molecule	GC-B act	PRMT1 inh	mABHD4 FP
CCOCCCn1c(SCC(=O)Nc2ccc(C(N)=O)cc2)nc2ccccc2c1=O	-5.7	1.0	1.7
O=C(NC(=O)N1CCN(c2ccccc2)CC1)c1ccc(Cl)cc1	11.8	-4.8	-0.9

Continued.
SMILES	LEDGF integ inh	mABHD4 FP	MBD2 DNA inh	HTRA1 inh	TDP2 inh	GC-B act	TCR CD3 inh	PRMT1 inh	SIAE primary	rCAG RNA binder
CCOC(=O)C1CCCCN1S(=O)(=O)c1cc2c(cc1C)NC(=O)CO2 (centres undefined)	2.4	0.2	-4.6	-1.3	4.8	-1.5	-2.5	-4.7	-0.9	1.5
CN(C)CCCNC(=O)C[C@H]1C[C@H](C(=O)N2CCOCC2)[C@@]2(CCC3CCCC3)c3[nH]c4cc(CCC(=O)N(C)C)ccc4c3CCN2C1=O	1.9	-0.8	-5.9	2.9	3.4	-0.2	-2.6	-2.7	0.9	4.8
Cc1ccc(CNC(=O)C2=NNC(=O)CC2)cc1	-1.2	2.9	-1.8	-0.5	-9.4	-1.5	8.5	1.1	0.9	1.8
CC(C)c1ccc(NC(=O)c2ccccc2NC(=O)C2CCCCC2C(=O)O)cc1 (centres undefined)	1.2	-2.7	0.9	-7.3	0.4	-4.6	0.7	-0.6	-9.2	5.3
CC1(C)CC(=O)c2c(S(C)(=O)=O)sc(Br)c2C1	2.9	1.4	1.8	4.9	2.1	-7.3	0.9	-6.5	1.3	-1.0
CCCCN(C(=O)c1cc(S(=O)(=O)N2CCOCC2)ccc1F)c1c(N)n(CCCC)c(=O)[nH]c1=O	-2.3	10.3	6.4	10.3	-13.6	1.4	-0.9	2.5	-2.6	7.9

A portion of the library; count on the stated rates, not on these rows.
